Screens from PubChem BioAssay.
HTRA1 inhibitor – HTRA1 (human) protease inhibition; inhibition, % at 5.96 µM; recombinant HTRA1, FP-rhodamine activity-based probe, fluorescence polarization; 0.5% of 340,000 active; Q92743; in the data active = inhibition above about 36%;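 also: 0% = enzyme with DMSO and 100% = wells lacking enzyme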
Target sequence (Q92743 whole entry, looked up): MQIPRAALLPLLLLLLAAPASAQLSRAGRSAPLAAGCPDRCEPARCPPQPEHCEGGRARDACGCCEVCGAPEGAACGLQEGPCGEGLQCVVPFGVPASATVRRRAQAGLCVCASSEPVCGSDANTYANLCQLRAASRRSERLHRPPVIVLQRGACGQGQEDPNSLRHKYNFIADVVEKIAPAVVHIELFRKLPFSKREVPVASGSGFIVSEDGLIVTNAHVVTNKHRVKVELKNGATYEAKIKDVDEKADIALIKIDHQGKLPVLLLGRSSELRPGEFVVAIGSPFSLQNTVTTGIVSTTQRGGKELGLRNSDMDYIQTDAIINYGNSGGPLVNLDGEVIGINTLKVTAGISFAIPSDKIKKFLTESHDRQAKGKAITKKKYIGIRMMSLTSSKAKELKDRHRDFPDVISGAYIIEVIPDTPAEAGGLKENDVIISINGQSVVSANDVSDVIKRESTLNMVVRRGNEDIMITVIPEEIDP
PRMT1 FP inh – PRMT1 (human) inhibition, primary screen | inhibition, % at 2.79 µM | 1.3% of 370,000 active | recombinant PRMT1, activity-based probe fluorescence polarization;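 active = inhibition above about 21% made by adding two undisclosed values, limit read from the data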
Target sequence (Q99873 whole entry, looked up): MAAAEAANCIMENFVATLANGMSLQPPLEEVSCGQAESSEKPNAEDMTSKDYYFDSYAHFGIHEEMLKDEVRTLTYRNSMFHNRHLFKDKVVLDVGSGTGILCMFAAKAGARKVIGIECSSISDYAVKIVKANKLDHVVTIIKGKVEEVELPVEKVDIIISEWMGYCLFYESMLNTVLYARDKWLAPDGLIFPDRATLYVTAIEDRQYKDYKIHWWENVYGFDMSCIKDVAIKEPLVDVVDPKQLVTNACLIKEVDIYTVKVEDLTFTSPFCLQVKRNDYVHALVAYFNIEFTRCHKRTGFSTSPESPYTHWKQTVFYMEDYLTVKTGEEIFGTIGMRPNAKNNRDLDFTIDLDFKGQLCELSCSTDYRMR
NR1D1 modulator – modulators of human Rev-erb alpha DNA binding | activity, % at 10 µM | Rev-erbα–FITC-DNA binding, fluorescence polarization, 90 min | 0.79% of 370,000 active | AID 1259318 | P20393;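 active = activity above about 14%, limit read from the data; passing the limit was not always enough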;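 also: 0% = DMSO wells with 35 nM protein and 100% = DMSO wells with 750 nM protein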
SIAE primary – blocks human sialic acid acetylesterase; SIAE FP-Rh probe binding, fluorescence polarization; inhibition, % at 9.66 µM; 0.69% of 370,000 active; AID 1053197;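 active = inhibition above a cutoff: mean of compounds within the control limits plus 3 SD of those, cut at about 17% in these data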;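 also: 0% = plate median of compound wells and 100% = probe without SIAE protein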
TCR-CD3 inh – inhibitors of human TCR-CD3 interaction; inhibition, % at 9.4 µM; AID 651800; TAMRA-labeled TCR probe fluorescence, biochemical; 0.37% of 360,000 active; in the data active = inhibition above about 19%;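 also: recombinant mutant TCR 2C K166C tagged with TAMRA read by polarization; 0% = receptor in buffer alone and 100% = receptor with positive control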
ABHD4 inh – ABHD4 (mouse) inhibition, primary FP screen. AID 720543. purified mABHD4, FP-Rh probe fluorescence polarization. Q8VD66. 0.54% of 370,000 active. inhibition, % at 8.92 µM;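 active = inhibition exceeding the mean over every tested compound plus 3 SD, cut at about 30% in these data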;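 also: 0% = plate median of compound wells and 100% = S159A mutant with DMSO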
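system = mouse ABHD4 enzyme, wild type | medium = HEPES pH 7.0, NaCl, Pluronic buffer | also added = FP-Rh probe | incubation = Enzyme–compound pre-incubation 45 min, then probe 60 min, both 25 °C | technique = fluorescence polarization, excitation 525 nm, emission 598 nm, BODIPY TMR filters | controls = S159A mutant high control, sample median low control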
rCAG binder – binds r(CAG) RNA repeats; r(CAG) RNA repeat, TO-PRO-1 dye displacement fluorescence; 1.3% of 370,000 active; inhibition, % at 3 µM;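 active = inhibition above the plate cutoff, the mean of all test compounds on that plate plus 3 SD, cut at about 35% in these data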;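 also: 0% = DMSO alone and 100% = 100 µM mitoxantrone as full dye displacement; higher means more dye released from RNA so lower well fluorescence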
LEDGF integ inh – blocks HIV-1 LEDGF/p75-dependent DNA integration | TR-FRET IN-LEDGF/p75 DNA integration, Eu/Cy5 | inhibition, % at 3.7 µM | 0.64% of 370,000 active | AID 743269;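 active = inhibition above the screen-wide mean plus 3 SD, cut at about 13% in these data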;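 also: signal is the Cy5 over europium emission ratio at 671 and 618 nm; 0% = plate median of compound wells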
TDP2 inh – blocks human TDP2 phosphodiesterase activity; O95551; recombinant TDP2, T5PNP hydrolysis, p-nitrophenol absorbance 415 nm; inhibition, % at 12.8 µM; 0.34% of 370,000 active; AID 720702;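 active = inhibition above the mean of all tested compounds plus 3 SD, set per campaign, cut at about 25% in these data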;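 also: 0% = DMSO with enzyme and 100% = buffer with substrate but no TDP2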
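System: recombinant human TDP2 / Amount: 120 nM TDP2 per well / Also added: 5 mM T5PNP chromogenic substrate / Doses: 12.8 µM single point, 1% DMSO / Incubation: 2 h at 37 °C / Detection: p-Nitrophenol epi absorbance / Evaluation: % inhibition relative to enzyme-containing and enzyme-free wells / Repeats: singlicate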
PG9 binder – PG9 antibody binding by small molecule. TR-FRET gp120-PG9 antibody binding. inhibition, % at 6.7 µM. 0.43% of 360,000 active; in the data active = inhibition above about 8.5%
* marks the source's active call; other numbers are inactive results. Not all compounds are listed; the hit share may differ from the screen's.

Results for CC1CN(C(=O)c2cccc(S(=O)(=O)N3CCN(c4ccc(F)cc4)CC3)c2)CC(C)O1 (stereo not given) ?
HTRA1 inhibitor: 5; PRMT1 FP inh: -3; NR1D1 modulator: 4; SIAE primary: -1; TCR-CD3 inh: -14; ABHD4 inh: 6; rCAG binder: -7; LEDGF integ inh: -4; TDP2 inh: 4; PG9 binder: -0.4

What do the screens show for `CCCCCCCNC(=O)C1(CC2CC(c3ccccc3)=NO2)CCN(C(=O)OC(C)(C)C)CC1` (stereo not given)?
HTRA1 inhibitor: -22; PRMT1 FP inh: -2; NR1D1 modulator: 1; SIAE primary: -9; TCR-CD3 inh: 5; ABHD4 inh: -9; rCAG binder: -3; LEDGF integ inh: 0; TDP2 inh: 4; PG9 binder: -0.2

How did COc1ccc(-c2nnc(NC(=O)CS(=O)(=O)c3ccc(F)cc3)o2)c(OC)c1 do in these assays?
HTRA1 inhibitor: 5; PRMT1 FP inh: 0; NR1D1 modulator: 3; SIAE primary: -1; TCR-CD3 inh: 1; ABHD4 inh: 2; rCAG binder: 10; LEDGF integ inh: 1; TDP2 inh: -3; PG9 binder: -0.4

What do the screens show for `Cc1cccc(CSCCNC(=O)c2ccc(N(C)S(=O)(=O)c3ccccc3)cc2)c1`?
HTRA1 inhibitor: -33; PRMT1 FP inh: -1; NR1D1 modulator: -2; SIAE primary: -40; TCR-CD3 inh: 10; ABHD4 inh: -42; rCAG binder: -1; LEDGF integ inh: 1; TDP2 inh: 6; PG9 binder: 0.1

Results for Cc1ccc2ccccc2c1COC(=O)c1nonc1N ?
HTRA1 inhibitor: -17; PRMT1 FP inh: 1; NR1D1 modulator: 0; SIAE primary: -5; TCR-CD3 inh: 6; ABHD4 inh: -6; rCAG binder: -3; LEDGF integ inh: -2; TDP2 inh: 6; PG9 binder: -0.7

What do the screens show for `Cc1cc(Br)cc(Br)c1OCC(=O)NNC(=O)c1ccoc1C`?
HTRA1 inhibitor: -12; PRMT1 FP inh: 4; NR1D1 modulator: 2; SIAE primary: -3; TCR-CD3 inh: -6; ABHD4 inh: -8; rCAG binder: -2; LEDGF integ inh: -10; TDP2 inh: -10; PG9 binder: 0.4

What do the screens show for `Cc1ccc2c(c1)nnn2C1CCN(C(=O)c2cccs2)CC1`?
HTRA1 inhibitor: 1; PRMT1 FP inh: 0; NR1D1 modulator: 3; SIAE primary: 1; TCR-CD3 inh: -5; ABHD4 inh: 0; rCAG binder: -5; LEDGF integ inh: 3; TDP2 inh: 9; PG9 binder: 1.2

Results for Cc1cc(Cl)cc(Cl)c1OCCOCCN(C)C ?
HTRA1 inhibitor: 5; PRMT1 FP inh: -2; NR1D1 modulator: -2; SIAE primary: 2; TCR-CD3 inh: 1; ABHD4 inh: 11; rCAG binder: 0; LEDGF integ inh: 9; TDP2 inh: 4; PG9 binder: -0.9

How did O=S1(=O)c2ccc(Br)cc2OC[C@@H](c2ccccc2)N1Cc1cn(CCC2OCCO2)nn1 do in these assays?
PRMT1 FP inh: 0; NR1D1 modulator: -4; SIAE primary: -2; ABHD4 inh: -4; rCAG binder: 5; LEDGF integ inh: -2; TDP2 inh: -4

What do the screens show for `CC(Oc1ccccc1C(N)=O)C(=O)Nc1ccc(S(=O)(=O)N2CCCC2)cc1` (stereo not given)?
HTRA1 inhibitor: -13; PRMT1 FP inh: -1; NR1D1 modulator: 2; SIAE primary: 4; TCR-CD3 inh: -5; ABHD4 inh: -3; rCAG binder: 0; LEDGF integ inh: -1; TDP2 inh: -6; PG9 binder: 0.7

What do the screens show for `Cc1cccc([C@@H]2[C@@H]3C(=O)N(Cc4ccccc4)C(=O)[C@@H]3[C@]3(Cc4ccccc4)C(=O)N(c4cccc(F)c4)C(=O)N23)c1`?
HTRA1 inhibitor: -21; PRMT1 FP inh: 2; NR1D1 modulator: 4; SIAE primary: -7; TCR-CD3 inh: 2; ABHD4 inh: -4; rCAG binder: 13; LEDGF integ inh: 0; TDP2 inh: -4; PG9 binder: 0.2

Results for O=c1cc[nH]c2ccc(Cl)cc12 ?
HTRA1 inhibitor: 3; PRMT1 FP inh: 7; NR1D1 modulator: 3; SIAE primary: -4; TCR-CD3 inh: -1; ABHD4 inh: -19; rCAG binder: 8; LEDGF integ inh: 3; TDP2 inh: 3; PG9 binder: -0.3

What do the screens show for `Cc1ccc([C@H]2C[C@@H](O)[C@H](n3cc(C4CC4)nn3)CN2Cc2cccs2)cc1`?
HTRA1 inhibitor: -18; PRMT1 FP inh: -7; NR1D1 modulator: 5; SIAE primary: -5; TCR-CD3 inh: 1; ABHD4 inh: -14; rCAG binder: -1; LEDGF integ inh: 2; TDP2 inh: -8; PG9 binder: -0.6

Results for CC(C)c1ccc(N2C(=O)C3C4C=CC(CC4)C3C2=O)cc1 (stereo not given) ?
HTRA1 inhibitor: -1; PRMT1 FP inh: 3; NR1D1 modulator: 1; SIAE primary: 2; TCR-CD3 inh: -4; ABHD4 inh: 8; rCAG binder: -4; LEDGF integ inh: -3; TDP2 inh: -4; PG9 binder: -0.3

What do the screens show for `O=C(OCc1nc2scc(-c3ccccc3)c2c(=O)[nH]1)c1cc([N+](=O)[O-])ccc1Cl`?
HTRA1 inhibitor: -6; PRMT1 FP inh: 0; NR1D1 modulator: 3; SIAE primary: -7; TCR-CD3 inh: -4; ABHD4 inh: 2; rCAG binder: 6; LEDGF integ inh: 0; TDP2 inh: 2; PG9 binder: -2.0

How did COC(=O)C1=C(C)Nc2sc(C(N)=O)c(N)c2C1c1ccncc1 (stereo not given) do in these assays?
HTRA1 inhibitor: 5; PRMT1 FP inh: 0; NR1D1 modulator: -3; SIAE primary: 7; TCR-CD3 inh: 2; ABHD4 inh: 4; rCAG binder: -2; LEDGF integ inh: 1; TDP2 inh: 10; PG9 binder: -11

Results for CCc1nc2c(OCC(=O)C(C)(C)C)cccn2c1N(C)C(=O)Nc1ccccc1OC ?
PRMT1 FP inh: 0; NR1D1 modulator: 6; SIAE primary: 14; TCR-CD3 inh: -6; ABHD4 inh: 5; rCAG binder: 0; LEDGF integ inh: 3; TDP2 inh: 12; PG9 binder: -1.0

Results for CC(c1nc2ccccc2c(=O)[nH]1)N(C)CCOc1ccc(Cl)cc1 (stereo not given) ?
HTRA1 inhibitor: -11; PRMT1 FP inh: 5; NR1D1 modulator: -2; SIAE primary: 0; TCR-CD3 inh: -4; ABHD4 inh: 0; rCAG binder: -5; LEDGF integ inh: -7; TDP2 inh: -26; PG9 binder: 0.5

How did CCOC(=O)Cn1c(=O)oc2cc(S(=O)(=O)Nc3ccc(F)cc3)ccc21 do in these assays?
HTRA1 inhibitor: -2; PRMT1 FP inh: -7; NR1D1 modulator: -2; SIAE primary: 8; TCR-CD3 inh: 3; ABHD4 inh: -2; rCAG binder: 3; LEDGF integ inh: 4; TDP2 inh: -3; PG9 binder: -0.3

Results for Cc1nn(-c2ccc(NC(=O)c3ccncc3)cc2)c(C)c1Cl ?
HTRA1 inhibitor: 1; PRMT1 FP inh: 2; NR1D1 modulator: 0; SIAE primary: 0; TCR-CD3 inh: 0; ABHD4 inh: 1; rCAG binder: -4; LEDGF integ inh: -1; TDP2 inh: 7; PG9 binder: -0.7

Results for O=C(O)CCC1COc2ccccc2O1 (stereo not given) ?
HTRA1 inhibitor: 6; PRMT1 FP inh: 3; NR1D1 modulator: -5; SIAE primary: 8; TCR-CD3 inh: -7; ABHD4 inh: -5; rCAG binder: 0; LEDGF integ inh: 4; TDP2 inh: -12; PG9 binder: -2.8

Results for COC(=O)Cn1c(=NC(=O)CN2C(=O)CCC2=O)sc2cc(S(N)(=O)=O)ccc21 ?
HTRA1 inhibitor: 1; PRMT1 FP inh: 6; NR1D1 modulator: -2; SIAE primary: 0; TCR-CD3 inh: -1; ABHD4 inh: 3; rCAG binder: 1; LEDGF integ inh: -1; TDP2 inh: 5; PG9 binder: -0.2

Results for c1nc2nc3c(c(N4CCOCC4)n2n1)CCCC3 ?
HTRA1 inhibitor: -1; PRMT1 FP inh: 0; NR1D1 modulator: -4; SIAE primary: -6; TCR-CD3 inh: 3; ABHD4 inh: 0; rCAG binder: -3; LEDGF integ inh: -3; TDP2 inh: -11; PG9 binder: 0.9

Results for CCN(CC)S(=O)(=O)c1cc(NC(=O)CCn2[nH]c(=O)ccc2=O)ccc1C ?
HTRA1 inhibitor: 2; PRMT1 FP inh: 2; NR1D1 modulator: 12; SIAE primary: 3; TCR-CD3 inh: 7; ABHD4 inh: 3; rCAG binder: 3; LEDGF integ inh: 3; TDP2 inh: -3; PG9 binder: -1.1

Results for O=C(COc1nnc2ccccn12)N1CCN(S(=O)(=O)c2ccccc2)CC1 ?
HTRA1 inhibitor: -4; PRMT1 FP inh: -1; NR1D1 modulator: 0; SIAE primary: 2; TCR-CD3 inh: 4; ABHD4 inh: 2; rCAG binder: -4; LEDGF integ inh: 1; TDP2 inh: 1; PG9 binder: 1.2

How did CCCOC(=O)C1=C(C)NC2=C(C(=O)CCC2)C1c1cccc(OC)c1OC (stereo not given) do in these assays?
HTRA1 inhibitor: -4; PRMT1 FP inh: 0; NR1D1 modulator: -2; SIAE primary: 0; TCR-CD3 inh: -2; ABHD4 inh: 5; rCAG binder: -6; LEDGF integ inh: 2; TDP2 inh: 0; PG9 binder: -1.0

Results for Cc1ccccc1C(=O)Nc1ccc(C(=O)N/N=C/c2ccc(O)c(Br)c2)cc1 ?
HTRA1 inhibitor: 1; PRMT1 FP inh: 2; NR1D1 modulator: 1; SIAE primary: -7; TCR-CD3 inh: 3; ABHD4 inh: -5; rCAG binder: 14; LEDGF integ inh: 1; TDP2 inh: 0; PG9 binder: -2.4

What do the screens show for `CNc1ccc(S(=O)(=O)NC)cc1[N+](=O)[O-]`?
HTRA1 inhibitor: -4; PRMT1 FP inh: 2; NR1D1 modulator: -4; SIAE primary: 1; TCR-CD3 inh: -8; ABHD4 inh: 2; rCAG binder: 2; LEDGF integ inh: 3; TDP2 inh: 6; PG9 binder: 0.3

How did C[C@]12C=CC(=O)C=C1CC[C@@H]1[C@@H]2[C@@H](O)C[C@@]2(C)[C@H]1CC[C@]2(O)C(=O)CO do in these assays?
HTRA1 inhibitor: -2; PRMT1 FP inh: 1; NR1D1 modulator: -4; SIAE primary: -11; TCR-CD3 inh: 9; ABHD4 inh: -7; rCAG binder: 2; LEDGF integ inh: 5; TDP2 inh: 2; PG9 binder: -0.7

What do the screens show for `CCOC(=O)c1ccc(N=CC2=C(O)CC(C)(C)CC2=O)cc1`?
HTRA1 inhibitor: -1; PRMT1 FP inh: -1; NR1D1 modulator: 1; SIAE primary: -4; TCR-CD3 inh: 3; ABHD4 inh: -7; rCAG binder: -2; LEDGF integ inh: -2; TDP2 inh: -6; PG9 binder: 2.4
